# HePTP inhibitor – blocks human HePTP tyrosine phosphatase. AID 521. P35236. 0.64% of 110,000 active. recombinant HePTP phosphatase activity, OD absorbance. inhibition, % at 20 µM; in the data active = inhibition above about 50%;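 also: plate controls were vehicle for no effect and reference inhibitor for full effect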
# Target sequence (P35236 whole entry, looked up): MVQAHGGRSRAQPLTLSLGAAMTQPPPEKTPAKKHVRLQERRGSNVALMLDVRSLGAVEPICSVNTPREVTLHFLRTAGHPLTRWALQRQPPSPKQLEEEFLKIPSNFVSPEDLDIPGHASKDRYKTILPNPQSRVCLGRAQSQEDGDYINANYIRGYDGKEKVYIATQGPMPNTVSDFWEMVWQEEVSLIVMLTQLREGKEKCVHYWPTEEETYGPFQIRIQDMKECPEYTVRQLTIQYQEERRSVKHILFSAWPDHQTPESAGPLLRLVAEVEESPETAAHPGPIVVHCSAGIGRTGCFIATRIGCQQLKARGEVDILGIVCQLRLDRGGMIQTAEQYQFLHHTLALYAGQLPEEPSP
# BAP1 block – human BAP1 deubiquitinase inhibition | Q92560 | recombinant BAP1, Ub-AMC hydrolysis fluorescence kinetic; hits give low values | activity remaining (% of control), % at 20 µM | 0.48% of 72,000 active | AID 436;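 active = activity remaining at or below 50% of control, provided the compound also passes the data quality filters; inactive = the rest, including low values that fail the filters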;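 also: 100% = DMSO wells rate and 0% = substrate alone blank rate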
# Target sequence (Q92560 whole entry, looked up): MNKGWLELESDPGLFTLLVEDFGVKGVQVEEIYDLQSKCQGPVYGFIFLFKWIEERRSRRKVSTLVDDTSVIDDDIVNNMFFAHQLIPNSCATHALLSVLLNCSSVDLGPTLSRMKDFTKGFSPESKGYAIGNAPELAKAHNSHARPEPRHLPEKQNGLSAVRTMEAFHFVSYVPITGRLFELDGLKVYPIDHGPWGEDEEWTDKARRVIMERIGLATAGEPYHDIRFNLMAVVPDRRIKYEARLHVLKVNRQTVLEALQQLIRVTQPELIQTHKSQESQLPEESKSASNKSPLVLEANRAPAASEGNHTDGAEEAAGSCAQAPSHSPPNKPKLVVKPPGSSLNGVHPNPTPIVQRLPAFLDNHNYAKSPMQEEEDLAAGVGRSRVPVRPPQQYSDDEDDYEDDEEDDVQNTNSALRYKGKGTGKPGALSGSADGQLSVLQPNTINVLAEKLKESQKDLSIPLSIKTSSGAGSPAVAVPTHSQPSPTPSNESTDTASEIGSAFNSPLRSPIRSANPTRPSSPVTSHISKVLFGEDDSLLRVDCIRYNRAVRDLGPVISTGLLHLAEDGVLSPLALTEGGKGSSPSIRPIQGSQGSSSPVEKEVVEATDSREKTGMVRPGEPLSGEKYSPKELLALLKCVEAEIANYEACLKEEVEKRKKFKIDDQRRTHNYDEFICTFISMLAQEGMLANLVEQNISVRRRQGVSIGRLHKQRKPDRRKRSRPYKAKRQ
# * = called active by the depositor; . = no result given; & = joins results of further samples.
1. CN(C)c1nc2n(c(=O)n1)CCS2
2. CCOC(=O)N1CCC(NC(=O)c2cccc3c2C(=O)N(Cc2cccnc2)C3)CC1
3. CC1(C)CC(=O)N(CC(=O)N2CCN(c3ncccn3)CC2)c2ccccc2S1(=O)=O
4. Cc1cccc(C)c1OCc1nnc(SCC(=O)NCc2ccccc2)o1
5. CCOc1ccccc1N1CCN(C(=O)c2cc(OC)c(OC)c(OC)c2)CC1
6. CC(C)(C)c1ccc(C(=O)Nc2cc(C(N)=O)cc(C(N)=O)c2)cc1
7. O=C(NCCCNCc1ccccc1)/C(=N\O)c1ccccc1
8. COc1ccc(C(=O)Nc2nc3ccc(C)cc3s2)cc1Br
Assay by compound | 1 | 2 | 3 | 4 | 5 | 6 | 7 | 8
HePTP inhibitor | . | 10.7 | 4.1 | 7.3 | -8.0 | -7.3 | 4.2 | 4.5
BAP1 block | 76.9 | 102.0 | 96.0 | 105.4 | . | . | 139.5 | .

9. O=C(NCCCn1ccnc1)C(Cc1ccccc1)N1C(=O)c2ccccc2C1=O (stereo not drawn)
10. COc1ccc2oc(=O)c(C(=O)N3CCCc4ccccc43)cc2c1
11. COC(=O)C(CCCCN1C(=O)C2C3C=CC(C3)C2C1=O)N1C(=O)C2C3C=CC(C3)C2C1=O (stereo not drawn)
12. O=C1NC(=O)N(c2ccc(Br)cc2)C(=O)/C1=C/c1ccc(-c2cccc([N+](=O)[O-])c2)o1
13. N#Cc1nc(Cc2cccc3ccccc23)oc1N1CCOCC1
14. Cc1cc(C(=O)CSc2nnc(-c3ccncc3)n2-c2ccccc2)c(C)n1C
15. O=C(CSc1nnc(-c2ccc(OC(F)F)cc2)o1)N1CCOCC1
16. CCOc1ccc(-c2cc3nc(C4CCN(C(=O)OC(C)(C)C)CC4)c(C(=O)O)cn3n2)cc1
Assay by compound | 9 | 10 | 11 | 12 | 13 | 14 | 15 | 16
HePTP inhibitor | 7.0 | -5.8 | -4.8 | 7.9 | -8.8 | 6.8 | 6.9 | 10.8
BAP1 block | 103.7 | 94.4 | 101.3 | . | 56.4 | 118.2 | 101.1 | .

17. NS(=O)(=O)c1ccc(NC(=O)/C(=C\c2ccc(Br)cc2)NC(=O)c2ccccc2Cl)cc1
18. Cc1ccc(C2C3C(=O)N(c4cccc(Br)c4)C(=O)C3N3CCCN23)cc1 (stereo not drawn)
19. Cc1ccc2oc(-c3ccc(C)c(NC(=O)c4ccc(Br)o4)c3)nc2c1
20. COc1cccc(C2(c3cccc(OC)c3)CC2C(=O)Nc2cccc(C(F)(F)F)c2)c1 (stereo not drawn)
21. Cc1ccc(-c2csc3[nH]c(=S)n(-c4ccccc4)c(=O)c23)cc1C
22. CCc1ccc(-c2csc(NC(=O)c3ccc(S(=O)(=O)N4CCCCC4)cc3)n2)cc1
23. CCN(CC)C(=S)SCC(=O)Nc1cc(C)ccc1C
24. CCNC(=O)Nn1c(C)nnc1C
Assay by compound | 17 | 18 | 19 | 20 | 21 | 22 | 23 | 24
HePTP inhibitor | 6.1 | 4.5 | -6.1 | -9.3 | . | . | 4.2 | 1.4
BAP1 block | . | . | . | . | 63.6 | 87.2 | . | 168.1

25. O=C(CC1=NC2(CCCC2)Cc2ccccc21)N1CCOCC1
26. COCCn1c(SCC(=O)N2CCCCC2)nc2cccnc21
27. CCOc1ccc(OCC)c(NC(=O)CCn2c(=O)oc3ccccc32)c1
28. O=C(Nc1ccc(S(=O)(=O)N2CCOCC2)cc1)c1ccc(Br)s1
29. Cc1cc(N2CCOCC2)nc2ccc(NC(=O)CCC(=O)N3CCCC(C)C3)cc12 (stereo not drawn)
30. CC(C)c1ccc(C=Nc2ccc(Nc3ccccc3)cc2)cc1
31. Cc1ccccc1-c1nc2cc(NC(=S)NC(=O)c3ccco3)ccc2o1
32. CCc1cccc(CC)c1NC(=O)CN1CCN(c2ccccc2)CC1
Assay by compound | 25 | 26 | 27 | 28 | 29 | 30 | 31 | 32
HePTP inhibitor | 3.6 | 3.6 | 4.2 | 9.5 | 7.7 | 6.1 | -12.6 | 1.3
BAP1 block | 91.6 | 89.2 | 115.0 | . | 150.0 | . | . | 96.0

# Part of the list above in order of count of non-hydrogen atoms, ascending:
26. COCCn1c(SCC(=O)N2CCCCC2)nc2cccnc21
28. O=C(Nc1ccc(S(=O)(=O)N2CCOCC2)cc1)c1ccc(Br)s1
32. CCc1cccc(CC)c1NC(=O)CN1CCN(c2ccccc2)CC1
31. Cc1ccccc1-c1nc2cc(NC(=S)NC(=O)c3ccco3)ccc2o1
29. Cc1cc(N2CCOCC2)nc2ccc(NC(=O)CCC(=O)N3CCCC(C)C3)cc12 (stereo not drawn)
Assay by compound | 26 | 28 | 32 | 31 | 29
HePTP inhibitor | 3.6 | 9.5 | 1.3 | -12.6 | 7.7
BAP1 block | 89.2 | . | 96.0 | . | 150.0

# Following part
33. COc1ccc(-c2nc(=S)[nH][nH]2)cc1
34. CCC(c1nnc(SCC(=O)N2CC(=O)Nc3ccccc32)n1Cc1ccccc1)N(C)C (stereo not drawn)
35. COc1ccc(/C=N/c2ncn[nH]2)cc1
36. Cc1ccc2nc(-c3ccc(NC(=O)c4cccc(Cl)c4Cl)cc3)sc2c1
37. COC(=O)c1ccc2c(=O)n(CCN3CCOCC3)c(SCC(=O)c3ccccc3)nc2c1
38. CC(C)c1nnc(NC(=O)C2CCCCC2)s1
39. O=C(c1ccccc1Cl)N1CCN(C(c2ccccc2)c2ccccc2)CC1
40. O=C1c2ccc(Oc3ccc([N+](=O)[O-])cc3)cc2C(=O)N1CC1CCCO1 (stereo not drawn)
Assay by compound | 33 | 34 | 35 | 36 | 37 | 38 | 39 | 40
HePTP inhibitor | 3.5&11.5&-9.6 | 6.5 | 6.1 | -18.7 | -5.4 | 11.4 | -4.9 | 1.0
BAP1 block | 84.2 | 98.3 | . | . | 63.6 | 100.3 | . | .

41. Oc1ccc(Br)cc1CN1CCN(Cc2cccnc2)CC1
42. Clc1ccccc1OCc1nc(-c2ccccn2)no1
43. CCCN(CCC)S(=O)(=O)c1ccc(C(=O)N2CC(=O)Nc3ccc(Cl)cc3C2c2ccccc2)cc1 (stereo not drawn)
44. COc1cccc(C(=O)CN2C(=O)C(C)(C)Oc3ccc(C(=O)N4CCCCCC4)cc32)c1
45. CSCCC(NC(=O)c1cc(COc2ccc(-c3ccccc3)cc2)c(C)o1)C(=O)O (stereo not drawn)
46. Cc1cc(C)c2oc(-c3ccc(NC(=O)c4cccnc4)cc3O)nc2c1
47. CCCC1=NN2C(=N)/C(=C/c3ccc(OCc4ccc(F)cc4)c(OCC)c3)C(=O)N=C2S1
48. CC(C)COc1ccc(C(=O)Nc2cccnc2)cc1
Assay by compound | 41 | 42 | 43 | 44 | 45 | 46 | 47 | 48
HePTP inhibitor | 5.7 | 12.2 | . | 4.7 | 18.8 | 9.9 | -2.9 | -4.7
BAP1 block | . | 85.8 | 81.0 | 75.6 | . | . | . | .

49. O=S(=O)(NCc1ccc2c(c1)OCO2)c1ccc(Cl)cc1
50. C#CCNc1c(C)c(C)nc2ncnn12
51. CCC(=O)N1c2ccc(S(=O)(=O)N(CCO)Cc3ccccc3)cc2CC1C (stereo not drawn)
52. COc1cc(/C=N/NC(=O)c2cccc([N+](=O)[O-])c2)cc(I)c1O
53. CC(C)(C)NC(=O)c1nn2c(C(F)(F)F)cc(-c3ccccc3)nc2c1Br
54. CC(=O)Oc1c(C=C(C#N)C#N)[nH]c2ccccc12
55. COc1ccc(C(c2sc3nc(C)nn3c2O)N2CC(C)OC(C)C2)cc1OC (stereo not drawn)
56. CC1(C)C(=O)Nc2ccccc2N1C(=O)COc1ccc(S(=O)(=O)N2CCOCC2)cc1Cl
Assay by compound | 49 | 50 | 51 | 52 | 53 | 54 | 55 | 56
HePTP inhibitor | 7.2 | 6.1 | 5.4 | -3.4 | -2.0 | 7.4 | 2.8 | 35.5
BAP1 block | . | 98.1 | 56.1 | . | . | . | 97.8 | 75.5

57. Oc1ccc(Br)cc1CN1CCN(C2CC3CCC2C3)CC1 (stereo not drawn)
58. N/C(=N\OC(=O)c1cccc(Br)c1)c1ccccn1
59. Cc1cc(OCC(=O)N2CCN(c3ccc([N+](=O)[O-])cc3)CC2)ccc1Cl
60. O=C(NCCN1CCCCC1)c1cc(Cl)ccc1Cl
61. COc1ccc(Nc2ccccc2)c(C)c1
62. O=C(c1ccccc1Br)N1CCC(Cc2ccccc2)CC1
63. COc1ccc(C2N(c3ccccn3)C(=O)C3CCCN32)c(OC)c1 (stereo not drawn)
64. CC(C)OCCCNc1ncnc2c1[nH]c1ccc(F)cc12
Assay by compound | 57 | 58 | 59 | 60 | 61 | 62 | 63 | 64
HePTP inhibitor | 2.0 | 4.3 | -2.8 | -6.8 | 6.8&1.5 | . | -4.8 | -7.3
BAP1 block | . | . | . | . | 92.3 | 69.5 | 99.2 | 202.5

# Of the compounds above, 4 have two or more sulfur atoms:
21. Cc1ccc(-c2csc3[nH]c(=S)n(-c4ccccc4)c(=O)c23)cc1C
22. CCc1ccc(-c2csc(NC(=O)c3ccc(S(=O)(=O)N4CCCCC4)cc3)n2)cc1
23. CCN(CC)C(=S)SCC(=O)Nc1cc(C)ccc1C
28. O=C(Nc1ccc(S(=O)(=O)N2CCOCC2)cc1)c1ccc(Br)s1
Assay by compound | 21 | 22 | 23 | 28
HePTP inhibitor | . | . | 4.2 | 9.5
BAP1 block | 63.6 | 87.2 | . | .

# (further entries)
65. CC(C)Cc1nc(S(=O)(=O)c2ccc(Cl)cc2)c(N2CCOCC2)o1
66. CCOC(=O)N1CCC(NC(=O)c2ccc(CS(=O)(=O)c3ccccc3C)o2)CC1
67. O=C(CCc1ccccc1)Nc1cc(C(F)(F)F)ccc1Cl
68. NC(=O)c1c(NC(=O)CCC(=O)O)sc2c1CCCC2
69. COC(=O)c1ccc(NC(=O)c2ccc(I)cc2)cc1
70. COc1ccc(-c2cc(C(=O)Nc3c(Cl)cccc3Cl)c3ccccc3n2)cc1
71. Cc1cc(Cl)ccc1NC(=O)COc1ccc2ccccc2c1
72. CCOc1ccccc1NC(=O)CCN1CCN(S(=O)(=O)c2ccc(OC)cc2)CC1
Assay by compound | 65 | 66 | 67 | 68 | 69 | 70 | 71 | 72
HePTP inhibitor | 9.0 | 1.8 | -8.1 | -3.8 | 1.4 | -2.6 | 8.2 | -0.3
BAP1 block | 105.0 | 86.4 | . | . | . | . | . | 103.9

73. CC(C)(C)c1cc(C(=O)N/N=C/C=C/c2ccccc2)n[nH]1
74. CCOC(=O)Cn1nnnc1C(CC)N(Cc1cc2ccc(C)cc2[nH]c1=O)C1CCCC1 (stereo not drawn)
75. CCOC(=O)c1[nH]c(=O)[nH]c1Cn1ccnc1
76. Cc1nc(C)c(C(=O)Nc2ccccc2-c2ccccc2)o1
77. COc1ccc(OC)c(-c2nnc(-c3ccc(C)o3)o2)c1
78. Cc1ccc2cc(CCNC(=O)CC(C)(C)C)c(=O)[nH]c2c1C
79. O=C(NCCNc1ccc(Cl)cc1[N+](=O)[O-])c1ccccc1F
80. O=C(Cn1c(=O)oc2cc(S(=O)(=O)N3CCCC3)ccc21)NCc1ccccn1
Assay by compound | 73 | 74 | 75 | 76 | 77 | 78 | 79 | 80
HePTP inhibitor | -2.9 | 4.6 | -15.2 | 8.4 | 13.2 | -3.5 | -19.3 | 2.6
BAP1 block | . | 51.7 | . | 64.6 | . | 93.4 | . | 96.6

81. COc1cccc(-n2c(Cc3cc(=O)[nH]c(=O)[nH]3)nnc2SCC(=O)NC2CCCCC2)c1
82. COc1ccc(N2C(=O)NC(=O)/C(=C/c3ccc(OCCOc4ccc(C)cc4)c(OC)c3)C2=O)cc1
83. CCOC(=O)CSc1nnc(-c2ccco2)n1-c1ccccc1
84. O=C(CSc1nnc(-c2ccc(Br)o2)n1Cc1ccccc1)c1ccccc1F
85. COc1ccc2c(c1OC)C(=O)OC2c1cc([N+](=O)[O-])ccc1O (stereo not drawn)
86. CN1CCN(Cc2nc3c(c(=O)[nH]c(=O)n3C)n2CCc2ccccc2)CC1
87. O=C(Nc1ccc(-c2nc3ccccc3s2)c(O)c1)c1cc2ccccc2oc1=O
88. CCOc1ccccc1/C=N/N1CCN(Cc2ccc(Cl)cc2)CC1
Assay by compound | 81 | 82 | 83 | 84 | 85 | 86 | 87 | 88
HePTP inhibitor | 3.3 | 7.6 | 0.6 | 1.2 | 4.4 | 8.4 | 7.3 | -3.6
BAP1 block | 98.5 | . | 86.3 | 52.9 | . | 89.8 | . | .

89. COCCn1c(=O)[nH]c2cc(C(=O)NCc3cccnc3)ccc2c1=O
90. C=CC(O)Cc1c(C)n[nH]c1C (stereo not drawn)
91. O=C(CSc1ccccc1)NCCCN1CCOCC1
92. O=c1cc(-c2ccccc2)nc(N2CCOCC2)[nH]1
93. CCn1cc(S(=O)(=O)CC(=O)Nc2cc(C)on2)c2ccccc21
94. CCC1Nc2ccc(C)cc2C(Nc2ccc(C)cc2)C1C (stereo not drawn)
95. Cn1c(CCNC(=O)c2ccccc2)nc2cc(NC(=O)c3ccco3)ccc21
96. CC(NS(=O)(=O)c1cc(Cl)ccc1Cl)c1ccccc1 (stereo not drawn)
Assay by compound | 89 | 90 | 91 | 92 | 93 | 94 | 95 | 96
HePTP inhibitor | 4.2 | 3.2 | -4.8 | 0.6 | 8.9 | 7.4 | 5.8 | 8.8
BAP1 block | 83.0 | 127.8 | . | . | . | . | 99.6 | .

97. O=C(Nc1nc2ccccc2n1Cc1ccccc1Cl)c1ccc(Cl)cc1
98. Cc1ccc(NC(=O)CSC(N)=O)cc1Cl
99. CC(C)COC(=O)C1[C@H]2C(=O)N(Cc3cccs3)C[C@]23C=C[C@H]1O3 (stereo partly drawn)
100. Cc1ccc(CCNC(=O)Cn2cccc2)cc1
101. O=C(NN1C(=O)C2C3C=CC(C4CC34)C2C1=O)c1ccc(Cl)cc1Cl (stereo not drawn)
102. N#Cc1cc2c(nc1SCc1ccc(Cl)cc1)CCCC2
Assay by compound | 97 | 98 | 99 | 100 | 101 | 102
HePTP inhibitor | 0.2 | -5.9&1.2 | 16.2 | 10.6 | 1.1 | 8.3
BAP1 block | . | 97.1 | 57.3 | 109.8 | . | .
